Screening results as filed in PubChem BioAssay.
ASK1 primary: human ASK1 kinase inhibition, primary screen; AID 1159602; actives 0.99% (n = 22,000); AlphaScreen MKK6 phosphorylation by ASK1, luminescence; Q99683; inhibition, % at 7.44 µM; in the data active means inhibition above about 35%;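 further: 0% = median of compound wells and 100% = no enzyme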
Target sequence (Q99683 whole entry, looked up): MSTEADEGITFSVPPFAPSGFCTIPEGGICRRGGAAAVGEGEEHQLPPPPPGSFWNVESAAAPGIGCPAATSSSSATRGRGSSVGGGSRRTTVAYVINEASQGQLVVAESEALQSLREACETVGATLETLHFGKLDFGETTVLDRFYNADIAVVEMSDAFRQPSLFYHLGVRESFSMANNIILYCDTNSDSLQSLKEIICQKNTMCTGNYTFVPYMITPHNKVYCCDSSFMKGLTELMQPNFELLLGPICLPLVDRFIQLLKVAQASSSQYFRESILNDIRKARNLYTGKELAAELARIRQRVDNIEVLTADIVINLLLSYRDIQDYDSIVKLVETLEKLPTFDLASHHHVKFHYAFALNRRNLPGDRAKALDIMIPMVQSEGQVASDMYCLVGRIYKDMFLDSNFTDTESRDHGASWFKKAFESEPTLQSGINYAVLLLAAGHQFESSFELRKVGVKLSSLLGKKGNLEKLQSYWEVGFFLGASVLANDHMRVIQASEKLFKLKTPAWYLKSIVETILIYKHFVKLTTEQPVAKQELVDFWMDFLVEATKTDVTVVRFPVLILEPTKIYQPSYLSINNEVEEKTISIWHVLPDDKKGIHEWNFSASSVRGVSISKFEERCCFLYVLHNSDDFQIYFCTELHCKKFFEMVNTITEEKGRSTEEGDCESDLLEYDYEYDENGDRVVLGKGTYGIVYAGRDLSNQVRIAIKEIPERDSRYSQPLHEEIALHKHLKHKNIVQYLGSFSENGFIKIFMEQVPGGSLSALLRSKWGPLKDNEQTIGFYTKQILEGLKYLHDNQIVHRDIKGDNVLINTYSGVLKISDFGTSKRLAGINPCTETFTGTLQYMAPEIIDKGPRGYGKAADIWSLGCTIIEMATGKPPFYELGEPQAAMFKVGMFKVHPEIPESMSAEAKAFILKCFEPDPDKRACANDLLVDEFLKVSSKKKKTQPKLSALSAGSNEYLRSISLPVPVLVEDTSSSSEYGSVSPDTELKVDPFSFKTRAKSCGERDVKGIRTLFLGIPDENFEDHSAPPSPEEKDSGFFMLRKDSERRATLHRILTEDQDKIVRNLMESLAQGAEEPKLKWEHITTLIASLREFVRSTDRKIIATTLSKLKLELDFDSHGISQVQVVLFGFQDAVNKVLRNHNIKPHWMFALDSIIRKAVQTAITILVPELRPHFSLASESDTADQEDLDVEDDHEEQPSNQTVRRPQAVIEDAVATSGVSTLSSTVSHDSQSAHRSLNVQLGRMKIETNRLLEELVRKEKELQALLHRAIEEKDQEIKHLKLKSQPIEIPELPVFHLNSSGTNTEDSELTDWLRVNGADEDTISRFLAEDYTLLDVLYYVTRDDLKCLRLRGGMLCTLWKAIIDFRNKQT
ULK1 inh: blocks human autophagy kinase ULK1; actives 1.9% (n = 30,000); inhibition, % at 5.96 µM; AlphaScreen Atg13 phosphorylation by ULK1, luminescence; in the data active means inhibition above about 43%;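 further: 0% = median of compound wells and 100% = no enzyme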
An asterisk follows results filed as active; x = not tested or not shown; & = joins results of further samples.

SMILES	ASK1 primary	ULK1 inh
FC(F)(F)c1cccc(CNc2nc(Nc3ccc4ncccc4c3)nc3c2ncn3-c2ccsc2)c1	7	3
O=C(NCc1nc2ccccc2[nH]1)c1ccc2nc(-c3ccc(C(=O)NC4CC4)cc3)sc2c1	19	30
COc1ccc(CCNc2nc(-c3cccs3)ncc2C)cc1	-15	-4
CC(=O)c1cccc(-c2cccc(C(=O)NC3CCN(Cc4ccccc4)CC3)c2)c1	-6	3
CCN(CC)c1nc(NCCc2ccc(O)cc2)nc(Nc2cnccn2)n1	11	2
CC(C)N(CCNC(=O)c1cnc(Br)s1)C(C)C	7	5
O=C(Nc1ccc2c(c1)OCO2)c1csc(N2CCN(c3ccccn3)CC2)n1	15	17
COc1ccc(-c2nc3c(NC4CCN(Cc5ccccc5)CC4)ncnc3n2C(C)C)cn1	8	6
Clc1ccc2nsnc2c1NC1=NCCN1	x	9
CN1C(C(=O)Nc2ccccn2)=C(O)c2sccc2S1(=O)=O	x	-4
Fc1cc(-c2ccnc(Nc3cccc(CN4CCOCC4)c3)n2)cc(N2CCOCC2)c1	17	38
O=C(COCc1ccccc1)Nc1ccc(-c2cn[nH]c2)cc1OCCN1CCCC1	-19	-1

The closing four records of the section before are carried over, then new ones follow.
SMILES	ASK1 primary	ULK1 inh
Clc1ccc2nsnc2c1NC1=NCCN1	x	9
CN1C(C(=O)Nc2ccccn2)=C(O)c2sccc2S1(=O)=O	x	-4
Fc1cc(-c2ccnc(Nc3cccc(CN4CCOCC4)c3)n2)cc(N2CCOCC2)c1	17	38
O=C(COCc1ccccc1)Nc1ccc(-c2cn[nH]c2)cc1OCCN1CCCC1	-19	-1
Cc1cc(NCc2cccc(C(F)(F)F)c2)nc(Nc2ccncc2)n1	-28	-13
COc1ccc(-c2cc(C(=O)NCc3nc4ccccc4[nH]3)ccn2)cn1	5	5
CS(=O)(=O)c1ccc(N2CCCCC2)c(F)c1	x	-5
Cc1cc(NCc2cccc(C(F)(F)F)c2)nc(-c2cccc(OC(F)(F)F)c2)n1	-23	-7
CCNc1nc(NCc2cccnc2)c2ncn(CCN3CCCC3=O)c2n1	1	10
O=c1[nH]c2cc(Cl)c(Br)cc2o1	x	30
COc1cc(Nc2nc(Nc3ccccn3)nc3nc[nH]c23)cc(OC)c1OC	4	-4
Cc1noc(C)c1-c1cc(C(=O)NCCO)ccn1	1	-30
CCCNc1nc(-c2ccc(C(=O)NC3CC3)cc2)nc2nc[nH]c12	5	8
CCNc1nc(NCCOc2ccccc2)c2ncn(-c3ccsc3)c2n1	-10	-37
Nc1nccc(-c2ccc3nc(C4Cc5ccccc5O4)[nH]c3c2)n1 (centres undefined)	30	12
COc1cc2nc(-c3ccccc3)nc(NCCc3ccccn3)c2cc1OC	6	-1

An excerpt from above in order of their number in ULK1 inh, highest first:
SMILES,ASK1 primary,ULK1 inh
Nc1nccc(-c2ccc3nc(C4Cc5ccccc5O4)[nH]c3c2)n1 (centres undefined),30,12
CCNc1nc(NCc2cccnc2)c2ncn(CCN3CCCC3=O)c2n1,1,10
COc1cc2nc(-c3ccccc3)nc(NCCc3ccccn3)c2cc1OC,6,-1

The listing continues:
SMILES	ASK1 primary	ULK1 inh
CCCNc1ccnc(N2CCC(N3CCOCC3)CC2)n1	-1	-5
CCCNc1nc(-c2ccc(C(=O)N3CCN(C)CC3)cc2)nc2c1ncn2Cc1ccc(C(F)(F)F)cc1	7	-26
Nc1cc(C(F)(F)F)ccc1S	x	34
COc1ccc(OC)c(C2Nc3ccc(C(=O)O)cc3C3C=CCC32)c1 (centres undefined)	x	-4
Nc1cccc(-c2nc(NCc3cccc(C(F)(F)F)c3)c3ncn(-c4ccccc4)c3n2)c1	10	-20
CC[N+](CC)(CC)CCOc1cccc(OCC[N+](CC)(CC)CC)c1OCC[N+](CC)(CC)CC	x	1
COc1ccc(CCNC(=O)c2csc(N3CCN(Cc4ccc5c(c4)OCO5)CC3)n2)cc1	-6	-2
CC(C)N(CCNc1ncnc2nc(N3CCN(Cc4ccc5c(c4)OCO5)CC3)[nH]c12)C(C)C	8	5
COc1ccc(-c2cc(NCCOc3ccccc3)ncn2)cn1	-6	-17
O=C(NNC(=O)C1CCCCC1)c1cccs1	x	7
Cc1noc(C)c1-c1ccc(C(=O)NCCCN2CCCC2=O)s1	-5	-2
OCC1CCCN1c1nc2ncnc(NC3CC3)c2[nH]1 (centres undefined)	-2	1
Cc1cncc(NC(=O)c2cccc(-c3cc(NC(=O)Nc4ccccc4Cl)ccn3)c2)c1	-9	-27
CC(=O)Nc1ccc(Nc2nc(Nc3ccc(-n4ccnc4)cc3)nc3c2ncn3CCN2CCCC2=O)cc1	-4	12
CC(C)n1cnc2c(NCCN3CCOCC3)nc(Nc3ccncn3)nc21	-19	9
CC(=O)Nc1ccc(Nc2nc(NCCN3CCOCC3)nc3c2ncn3C(C)C)cc1	19	35
Cc1nn(C)c(C)c1-c1nc(NCCN(C(C)C)C(C)C)c2ncn(C(C)C)c2n1	-20	2
O=C(NCc1nc2ccccc2[nH]1)c1cncc(-c2ccc(N3CCOCC3)nc2)c1	2	-8
COc1cc2nc(-c3ccc(C(=O)NC4CC4)cc3)nc(Nc3ccccc3)c2cc1OC	-21	-46
CCN(CC)c1nc(NCc2cccnc2)nc(Oc2ccccc2)n1	-13	-14
CC(C)N1CCN(c2c(Cl)cccc2NC(=O)c2ccc(Br)o2)CC1	-1	2
CCN(CC)Cc1cc(NC(C)=O)ccc1OC(=O)c1ccc(Br)cc1	x	16
c1ccc(Nc2ncnc3nc(Nc4cnccn4)[nH]c23)cc1	6	6
COc1ccc2c(c1)CC(c1nc3c(F)cc(-c4ccnc(N)n4)cc3[nH]1)NC2 (centres undefined)	5	5
CN1CCC(Oc2cc(C(=O)Nc3ccc4[nH]ncc4c3)ccn2)CC1	2	12
Fc1ccccc1-c1cc(N2CCOCC2)nc(-c2ccncc2)n1	x	0
FC(F)(F)c1ccc(Cn2cnc3c(NCc4cccc(C(F)(F)F)c4)nc(Nc4ccncn4)nc32)cc1	5	-11
CCCNc1nc(Nc2ccc(N3CCOCC3)cc2)nc2c1ncn2-c1ccsc1	26	-8
c1ccc(OCCNc2ccnc(N3CCOCC3)n2)cc1	5	-20
O=C(NC1=NCCS1)c1cccc(Cl)c1	x	-9
CC(=O)Nc1ccc(Nc2ncnc3c2nc(N2CCC(N4CCOCC4)CC2)n3C(C)C)cc1	-10	-2
O=c1[nH]c2cc([N+](=O)[O-])c(N3CCCCC3)c([N+](=O)[O-])c2[nH]1	x	-2
CC(C)[C@H](O)C(=O)N1CCC(Nc2ccc3[nH]ncc3c2)CC1	-14	0
COc1cc(NC(=O)c2csc(Nc3ccc(-n4ccnc4)cc3)n2)cc(OC)c1OC	23	19
c1ccc(CN2CCC[C@H]2c2nc3ccc(-c4ccncc4)cc3[nH]2)cc1	-8	6
COc1cc2nc(Nc3cnccn3)nc(Nc3ccc(NC(C)=O)cc3)c2cc1OC	-3	-6
NC(=O)c1ccccc1Nc1ccnc(Nc2ccc3ccccc3c2)c1	5	-43
Cc1cccc(-n2c(O)c(C=Nc3cc(C(=O)O)ccc3C)c(=O)[nH]c2=O)c1	x	-8
COc1ccc(CCNC(=O)c2cccc(NCc3cccnc3)n2)cc1	-4	-4
O=C1c2ccccc2C(=O)N1Cc1nc2ccncc2[nH]1	7	2
OCC1CCCN1c1nc(NCCN2CCOCC2)c2ncn(-c3ccccc3)c2n1 (centres undefined)	-20	-7
CCN(CC)c1nc(NCCN(C(C)C)C(C)C)nc(N2CCc3ccccc3C2)n1	1	-7
O=C(COC(=O)C1CC(O)CN1C(=O)Oc1ccccc1)c1ccc([N+](=O)[O-])cc1 (centres undefined)	x	11
CC1CCc2cc(F)cc3c(=O)c(C(=O)O)cn1c23 (centres undefined)	x	-15
N#CCc1ccc(OC(=O)c2cccnc2C(F)(F)F)cc1	x	2
CC=C1Nc2ccccc2C(=O)N1c1c(Cl)cccc1Cl	x	-7
CCCCN1C[C@H](O)[C@@H](O)[C@H](O)[C@H]1CO	x	-3
CCNc1nc(C(=O)NCCc2ccc(O)cc2)cs1	4	15
CC(C)n1cnc2c(N)nc(Nc3ccc(N4CCOCC4)cc3)nc21	20	24
O=C(NC1CC1)c1cnc(N2CCC(N3CCOCC3)CC2)s1	3	4
CC(=O)[C@H]1CC[C@H]2[C@@H]3CCC4=CC(=O)CC[C@]4(C)[C@H]3[C@H](O)C[C@]12C	x	-7
CCN(CC)c1nc(NCCCN2CCCC2=O)nc(NC2CC2)n1	0	-20
O=C(NCCOc1ccccc1)c1csc(NCc2cccnc2)n1	-6	-10
COc1ccc(-c2nc(Nc3ccc(N4CCOCC4)cc3)c3ncn(-c4ccccc4)c3n2)cn1	4	-10
CC(=O)Nc1ccc(NC(=O)Cc2cn(-c3ccc(N4CCOCC4)nn3)c3ccccc23)cc1	-29	15
CC(=O)N[C@H](Cc1cccc(F)c1)c1nc2ncc(-c3cn[nH]c3)cc2[nH]1	-4	10
COc1cc(NC(=O)c2cccc(-n3cc(NC(=O)Cc4cc(F)cc(F)c4)cn3)c2)cc(OC)c1OC	7	2
CC(C)(Oc1ccc(Cl)cc1)C(=O)OCCNC(=O)c1cccnc1	x	3&-1
CC(C)(C)OC(=O)N1CCC[C@@H](Nc2ccnc(Nc3ccc(S(N)(=O)=O)cc3)n2)C1	-12	-2
c1ccc2[nH]c(CNc3cc(N4CCN(Cc5ccc6c(c5)OCO6)CC4)ncn3)nc2c1	-23	-15

Reformatted with the structure last: part of the list above.
ASK1 primary | ULK1 inh | SMILES
4 | -10 | COc1ccc(-c2nc(Nc3ccc(N4CCOCC4)cc3)c3ncn(-c4ccccc4)c3n2)cn1
-29 | 15 | CC(=O)Nc1ccc(NC(=O)Cc2cn(-c3ccc(N4CCOCC4)nn3)c3ccccc23)cc1
-4 | 10 | CC(=O)N[C@H](Cc1cccc(F)c1)c1nc2ncc(-c3cn[nH]c3)cc2[nH]1
7 | 2 | COc1cc(NC(=O)c2cccc(-n3cc(NC(=O)Cc4cc(F)cc(F)c4)cn3)c2)cc(OC)c1OC

Later entries.
SMILES	ASK1 primary	ULK1 inh
CCCNc1ccnc(-c2ccccc2)n1	-6	2
Cc1ccc(-c2ncn(-c3ccc(Nc4ncc5ccc(-c6cn[nH]c6)cc5n4)cc3)n2)cn1	5	4
CC(=O)c1cccc(-c2ccc(C(=O)NCc3cccc(C(F)(F)F)c3)s2)c1	7	-10
O=C(NCCO)C1CCN(c2ccc(Nc3ccc(C(F)(F)F)cc3)nn2)CC1	-12	46*
COc1cc(COc2cccc3ccc(N4CCOCC4)nc23)cc(OC)c1	x	-14
COc1ccc(-c2nccc(Nc3cc(OC)c(OC)c(OC)c3)n2)cc1	6	25
CC(C)n1c(-c2ccccc2)nc2c(Nc3ccc(N4CCOCC4)cc3)ncnc21	12	-11
CC(C)N(CCNc1nc(Nc2ccccc2)nc2c1ncn2Cc1ccc(C(F)(F)F)cc1)C(C)C	-7	-18
CN1C(=O)CN2CCc3ccccc3C2c2cc(Cl)ccc21 (centres undefined)	x	8
CNC(=O)c1ccccc1Nc1cc(Nc2cccnc2)ncc1C(F)(F)F	-1	61*
O=C(NCCCN1CCCC1=O)C1CCN(c2ccc(Cl)nn2)CC1	-14	3
CN(C)Cc1onc(-c2ccnc(Nc3ccc(N4CCOCC4)cc3)c2)c1-c1ccc(F)cc1	24	0
CCCNc1nc(Nc2nc3ccccc3n2C)nc2c1ncn2C1CCCCC1	2	41
O=C(Nc1cc(-c2ccncc2)c[nH]c1=O)C1CCc2ccccc2C1 (centres undefined)	-10	-21
Cc1ccc(NC(=O)CSc2ncc(CO)n2CC(=O)NCc2ccc(Cl)cc2)c(C)c1	x	-4
C=CCN1CCC(NC(=O)c2cccc(-n3cc(NC(=O)Nc4ccccc4Cl)cn3)c2)CC1	-1	-1
Cc1cnc(-c2c(C)noc2C)nc1NCc1ccccc1	-17	-5
CC[C@@H](CO)NC(=O)c1ccccc1Oc1nc(OC)cc(OC)n1	x	1
Nc1ccc(C(=O)O)cc1	x	6
COc1ccc(CCNc2nc(Nc3ccc(-n4ccnc4)cc3)nc3c2ncn3C(C)C)cc1	4	2
COc1cc(C2OCC3C(C)C=C(C)C2C3C)ccc1O (centres undefined)	x	-12
Cc1cc(NC2CC2)nc(Nc2ccc(-n3ccnc3)cc2)n1	8	-30
COc1cc(NC(=O)c2csc(-c3ccc(N4CCOCC4)nc3)n2)cc(OC)c1OC	13	3
Cn1c(=O)c2c(nc(SCCCO)n2Cc2cccc3ccccc23)n(C)c1=O	x	0
COc1nc(Nc2ccccc2)nc(-c2ccc(C(N)=O)cc2)n1	-19	-28
COc1cc(NC(=O)c2cccc(-n3cc(NC(=O)Nc4ccc(-c5ccccc5)cc4)cn3)c2)cc(OC)c1OC	49*	-30
Nc1nc(NCCN2CCOCC2)nc2c1ncn2-c1ccsc1	3	21
CN1CCC(Oc2cc(-c3cn[nH]c3)ccc2NC(=O)[C@@](C)(O)c2ccc(Br)cc2)CC1	-7	-11
NC(=O)c1ccc2cnc(Nc3ccc(-n4cnc(N5CCOCC5)n4)cc3)nc2c1	-4	23
O=C(NCCc1ccc(O)cc1)c1cncc(-c2ccccc2)c1	-9	-18

3 structures from above, sorted by molar mass, lowest first:
SMILES	ASK1 primary	ULK1 inh
COc1nc(Nc2ccccc2)nc(-c2ccc(C(N)=O)cc2)n1	-19	-28
NC(=O)c1ccc2cnc(Nc3ccc(-n4cnc(N5CCOCC5)n4)cc3)nc2c1	-4	23
CN1CCC(Oc2cc(-c3cn[nH]c3)ccc2NC(=O)[C@@](C)(O)c2ccc(Br)cc2)CC1	-7	-11
